AGP1 TOR yeast: modulators of TOR pathway AGP1-GFP in S. cerevisiae; hit rate 0.02% among 320,000; S. cerevisiae AGP1-GFP multiplex flow cytometry, 3 h; GFP as percent of DMSO wells; GFP response vs DMSO, % at 10 µM;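 active = GFP response relative to DMSO above a set limit, near screen average plus 3 SD, cut at about 150% in these data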;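 also: median GFP channel fluorescence of the gated AGP1 strain per well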
VLA-4 inh: inhibition in a human VLA-4 binding assay. AID 2557. hit rate 0.2% among 330,000. inhibition, % (about 7 µM as worked out from the volumes in the protocol). VLA-4 expressing cells, ligand binding flow cytometry; in the data active = inhibition above about 50%
Target sequence (P13612 whole entry, looked up): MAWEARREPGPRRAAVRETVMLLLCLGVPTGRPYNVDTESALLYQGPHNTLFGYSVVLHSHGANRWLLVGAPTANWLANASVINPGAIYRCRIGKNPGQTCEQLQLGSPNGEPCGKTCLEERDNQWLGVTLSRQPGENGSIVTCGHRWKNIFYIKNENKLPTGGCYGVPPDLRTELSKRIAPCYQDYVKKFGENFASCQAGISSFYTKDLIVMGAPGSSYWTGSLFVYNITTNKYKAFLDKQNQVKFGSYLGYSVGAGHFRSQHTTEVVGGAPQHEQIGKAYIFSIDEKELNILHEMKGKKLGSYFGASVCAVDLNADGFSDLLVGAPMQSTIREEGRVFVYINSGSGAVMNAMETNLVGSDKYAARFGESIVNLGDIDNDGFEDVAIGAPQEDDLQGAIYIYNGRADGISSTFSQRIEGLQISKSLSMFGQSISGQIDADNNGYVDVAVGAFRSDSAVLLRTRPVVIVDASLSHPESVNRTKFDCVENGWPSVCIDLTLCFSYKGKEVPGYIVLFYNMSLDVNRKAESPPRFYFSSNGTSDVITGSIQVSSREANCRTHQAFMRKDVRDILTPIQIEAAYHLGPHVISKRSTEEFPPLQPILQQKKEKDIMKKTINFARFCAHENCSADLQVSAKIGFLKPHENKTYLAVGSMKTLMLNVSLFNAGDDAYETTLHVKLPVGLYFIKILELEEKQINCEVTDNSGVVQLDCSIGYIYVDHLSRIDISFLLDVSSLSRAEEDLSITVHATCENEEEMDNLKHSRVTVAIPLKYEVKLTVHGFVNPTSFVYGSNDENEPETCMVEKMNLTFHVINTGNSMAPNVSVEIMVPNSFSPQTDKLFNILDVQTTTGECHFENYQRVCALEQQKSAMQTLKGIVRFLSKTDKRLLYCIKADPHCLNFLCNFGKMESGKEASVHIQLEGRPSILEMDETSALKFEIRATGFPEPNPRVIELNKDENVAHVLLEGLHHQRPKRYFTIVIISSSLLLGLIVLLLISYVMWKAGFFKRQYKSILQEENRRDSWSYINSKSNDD
LAP4 TOR yeast: modulators of TOR pathway LAP4-GFP in S. cerevisiae | GFP response vs DMSO, % at 10 µM | S. cerevisiae LAP4-GFP multiplex, flow cytometry GFP, 3 h; median GFP as percent of DMSO wells | hit rate 0.34% among 320,000;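 active = GFP response vs DMSO above a set limit, about the screen mean plus 3 SD, cut at about 150% in these data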
Yeast superoxide: caloric restriction mimetics inhibiting age-related superoxide in yeast; S. cerevisiae aged cells, superoxide DHE fluorescence; hits give low values; superoxide response (% of plate mean), % at 10 µM; hit rate 0.18% among 330,000;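 active = superoxide response under a set limit, about three screen SD below normal, cut at about 65% in these data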;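 also: yeast aged for seven days with compound at 30 °C before DHE staining; 100% = average MFI of all compound-treated wells on the plate with controls excluded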
GRK2 aptamer HTS: blocks RNA aptamer binding to human GRK2; P25098; bead flow cytometry, FAM-aptamer displacement from GRK2; inhibition of aptamer binding, % at 10 µM; hit rate 0.59% among 330,000; AID 488847;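 active = inhibition of aptamer binding above 40%, roughly 3 SD of noise, on plates passing a quality check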;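 also: median bead fluorescence of bound FAM aptamer so fluorescent compounds give negative values; no value below 0 was filed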
MEP2 TOR yeast: yeast TOR pathway MEP2-GFP modulation; hit rate 0.51% among 330,000; S. cerevisiae MEP2-GFP strain, flow cytometry GFP, 3 h; 100% = DMSO control level; GFP response vs DMSO, % at 10 µM;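 active = GFP response versus DMSO above a set limit, roughly screen mean plus 3 SD, cut at about 180% in these data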;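 also: median GFP fluorescence of the barcode-gated MEP2-GFP cells per well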
RPL19A-GFP yeast: yeast TOR pathway RPL19A-GFP modulation. S. cerevisiae RPL19A-GFP strain, flow cytometry, 3 h; hits give low values. percent response vs DMSO, % at 10 µM. hit rate 0.3% among 330,000. AID 2025;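 active = percent response vs DMSO below 50%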;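 also: median channel GFP fluorescence of the barcoded RPL19A-GFP strain; ratio of sample median GFP to plate DMSO average so 100% = DMSO; lower means less RPL19A-GFP as with rapamycin TOR inhibition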
CIT2-GFP yeast: alters CIT2-GFP fluorescence in TOR pathway yeast screen; S. cerevisiae CIT2-GFP strain, flow cytometry, 3 h; 100 means same as DMSO wells; GFP response vs DMSO, % at 10 µM; hit rate 0.065% among 320,000;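 active = GFP response relative to DMSO above a set limit, near the screen mean plus 3 SD, cut at about 150% in these data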;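 also: ratio of well median GFP fluorescence to mean of DMSO wells on the plate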
* hit, by the source's call; x = no result given.

SMILES	AGP1 TOR yeast	VLA-4 inh	LAP4 TOR yeast	Yeast superoxide	GRK2 aptamer HTS	MEP2 TOR yeast	RPL19A-GFP yeast	CIT2-GFP yeast
Cc1cc(OCC(=O)N[C@@H](Cc2c[nH]c3ccccc23)C(=O)O)c2c(C)c(C)c(=O)oc2c1	102	-18	99	102	1	107	98	99
CCn1c(CNC(=O)c2ccc(Cl)cc2)nnc1SCC(=O)NC1=NCCS1	105	-8	92	100	1	105	107	99
OCCNc1nc(N2CCOCC2)nc(N2CCOCC2)n1	99	7	98	85	0	99	93	102
CCc1ccc(Nc2ncc3c(n2)CC(c2ccc(OC)cc2)CC3=O)cc1 (stereo unspecified)	111	-1	118	84	0	108	115	x
COc1ccc(/C=C2/C(=O)N(c3c(F)c(F)c(F)c(F)c3F)N=C2C)cc1	95	13	89	99	x	102	101	99
O=C(Nc1ccc(Cl)cn1)c1cccnc1	x	2	80	104	0	83	88	92
COc1ccc(C(C)=O)cc1COC(=O)c1cc(C)nc2ccccc12	103	0	116	104	0	97	97	95
O=C(O)C1C2CC2CN1C(=O)c1ccc(Cl)cc1Cl (stereo unspecified)	98	3	102	95	0	101	100	97
O=C(NCC1CCS(=O)(=O)C1)NCC1CCS(=O)(=O)C1 (stereo unspecified)	102	2	99	82	1	98	101	99
C=CCOc1ccc(/C=C/C(=O)OCC(=O)N2CCCc3ccccc32)cc1	90	0	100	95	0	92	89	84
CCC(C)c1ccc(S(=O)(=O)N2CCN3CCCC3C2)cc1 (stereo unspecified)	101	-14	98	96	13	106	101	104
COC(=O)NCc1ccc(CNC(=O)OC)cc1	x	-5	92	99	0	86	92	92
NCC(=O)CCC(=O)O	83	-8	99	113	0	95	96	84
Cc1cccc2cc(CN(Cc3ccco3)C(=O)c3ccncc3)c(=O)[nH]c12	100	-5	96	94	2	100	94	102
CCc1ccccc1N(CC(=O)N1CCN(c2ccccc2F)CC1)S(C)(=O)=O	101	9	95	104	0	98	98	95
Cc1ccc(C=C2C(=O)c3ccccc3C2=O)o1	103	16	78	100	11	98	107	111
CCCCOC(=O)Oc1ccc2c(=O)c(Oc3cc(C)cc(C)c3)coc2c1	97	-2	124	102	3	92	93	83
CC(=O)c1ccc(-c2ccc(C(=O)NCC(c3ccc(F)cc3)N3CCOCC3)o2)cc1 (stereo unspecified)	109	-1	115	106	0	105	102	92
COc1ccc(CC(=O)N2CCCC(C)C2)cc1 (stereo unspecified)	105	-8	101	102	0	101	100	102
COc1ccc([N+](=O)[O-])cc1NS(=O)(=O)c1ccc(C(=O)N2CCCC2)cc1	106	6	102	113	0	108	108	99
CO/N=C/C(=N\Nc1ccc(C)cc1)C(=O)c1ccc(OC)cc1	104	18	104	117	0	110	93	101
COCCN(C(=O)COC(=O)c1c(-c2ccccc2)noc1C)c1c(N)n(Cc2ccccc2)c(=O)[nH]c1=O	100	5	91	106	33	89	93	94
CCCCn1c(Cc2ccccc2)n[nH]c1=S	101	-5	91	101	0	106	99	104
CCc1cccc(NC(=O)c2ccc(Br)o2)c1	93	6	95	97	0	101	98	98
O=S(=O)(N/N=C\c1ccc2c(c1)OCO2)c1ccccc1	92	12	76	107	0	104	112	80
Cc1nc2ccccc2c(=O)n1/N=C/c1ccccc1OC(F)F	98	-11	99	107	1	105	104	98
O=C(Nc1ccccc1)Nn1cnnc1	92	-1	86	95	0	96	98	92
O=C(COc1ccccc1F)Nc1c2c(nn1-c1ccccc1)CS(=O)(=O)C2	100	2	121	111	0	100	99	103
Cc1nn(Cc2ccccc2Cl)c(C)c1C(=O)NC1=NCCS1	102	9	98	103	0	95	101	104
O=C(c1ccc(COc2ccc(Cl)cc2)cc1)N1CCCCC1	102	6	107	94	1	112	108	97
O=C1c2ccccc2C(=O)N1CCCCSc1nnc(-c2ccc(OC(F)F)cc2)o1	97	2	93	106	0	98	98	96
COc1ccc(C2Nc3ccccc3C(=O)N2Cc2ccccc2)cc1Cn1nnc2ccccc21 (stereo unspecified)	96	-9	94	98	6	103	101	96
COc1ccc(S(=O)(=O)N2CCN(C(=O)N(C)C)C2C)cc1 (stereo unspecified)	105	-16	110	91	0	107	106	107
O=C(Cn1cc(C(F)(F)F)ccc1=O)N/N=C/c1ccc(Cl)cc1Cl	104	2	96	98	3	104	106	105
CCc1ccccc1NC(=S)N1CCCCCC1	87	-7	66	83	1	95	100	90
Cc1nn(Cc2ccc([N+](=O)[O-])cc2)c(=O)n1-c1cccc(F)c1	108	-8	95	102	3	115	100	99
COc1ccc2[nH]c(C)cc(=O)c2c1	90	10	91	98	0	94	91	94
O=S(=O)(c1ccccc1F)N1CCCc2ccccc21	96	-2	98	80	3	104	103	99
O=C(C1=C(O)C(=O)N(CCN2CCOCC2)C1c1cccnc1)c1cc2ccccc2o1 (stereo unspecified)	100	21	100	87	0	97	99	95
CSc1ccccc1NC(=O)CSc1nncs1	100	10	101	103	0	107	99	102
O=C(NCc1ccccc1)c1ccc(C2SCC(=O)N2Cc2ccccc2)cc1 (stereo unspecified)	103	6	111	99	2	102	98	104
Cc1nc2ccc(NC(=O)c3cncc(Br)c3)cc2s1	106	8	101	99	3	104	101	93
Cc1ccccc1N1CCN(Cc2ccc([N+](=O)[O-])o2)CC1	98	9	93	104	5	102	100	96
CCc1nnc(SCc2ccc(C(=O)OC)o2)n1N	91	-3	90	96	1	96	91	96
CCC(=O)N/N=C(\C)CC(=O)Nc1ccc(F)cc1	105	4	100	105	1	99	102	107
COc1ccc(N(CC(=O)NCCSCc2ccc(Cl)cc2)S(C)(=O)=O)cc1Cl	94	15	99	104	1	108	102	103
CCC(C(=O)NC1CC1)n1nc(C)c2c(C)n(-c3ccc(C)cc3)nc2c1=O (stereo unspecified)	104	8	98	71	0	99	101	112
O=C(Nc1cc2c(cc1Cl)OCCCO2)c1ccc(F)cc1	98	5	115	94	4	110	104	103
C=CCNC(=O)c1onc(CSc2ccc(F)cc2)c1C(=O)NCCOC	106	10	105	96	2	107	103	101
CC(=O)OCCN1C(=O)c2ccc(-c3nc4ccccc4c(=O)o3)cc2C1=O	96	7	88	96	0	93	97	100
O=C(COc1ccc2c(c1)CCC2)N1CCN(c2ccccc2F)CC1	97	9	97	92	4	104	101	97
CCCCN(c1nc2ccccc2nc1Cl)S(=O)(=O)c1ccc(C)cc1	88	-11	91	100	3	104	105	80
COc1cc(OC)c(OC)cc1CN1CCN(Cc2cccn2C)CC1	95	4	95	97	1	96	100	95
Cc1ccc(C2CC(c3ccccc3)=NN2C(=S)Nc2ccccc2)o1 (stereo unspecified)	98	14	141	89	1	106	103	107
COc1ccc(C(=O)c2c(C)oc3ccc(O)cc23)c(OC)c1	102	4	102	114	0	98	107	103
COc1ccccc1-c1cc(C(=O)Nc2cc(C)n(Cc3ccc(Cl)cc3)n2)no1	101	-2	91	96	0	106	95	99
C=CCc1cccc(OC)c1OCCOCCn1ccnc1	112	8	108	102	0	103	105	108
Cc1c(C(=O)Nc2cccc([N+](=O)[O-])c2)csc1-c1ccccc1	106	31	108	95	2	106	104	93
COc1ccc(OCC(=O)N2CCN(c3cccc(C(F)(F)F)c3)CC2)cc1	97	5	95	99	2	97	98	x
CCSc1nnc(NC(=O)c2csc3c2CCCC3)s1	109	3	109	93	2	108	x	117

Not a retest: an excerpt of the list.
SMILES	AGP1 TOR yeast	VLA-4 inh	LAP4 TOR yeast	Yeast superoxide	GRK2 aptamer HTS	MEP2 TOR yeast	RPL19A-GFP yeast	CIT2-GFP yeast
Cc1ccc(C2CC(c3ccccc3)=NN2C(=S)Nc2ccccc2)o1 (stereo unspecified)	98	14	141	89	1	106	103	107
COc1ccc(C(=O)c2c(C)oc3ccc(O)cc23)c(OC)c1	102	4	102	114	0	98	107	103
COc1ccccc1-c1cc(C(=O)Nc2cc(C)n(Cc3ccc(Cl)cc3)n2)no1	101	-2	91	96	0	106	95	99
C=CCc1cccc(OC)c1OCCOCCn1ccnc1	112	8	108	102	0	103	105	108
Cc1c(C(=O)Nc2cccc([N+](=O)[O-])c2)csc1-c1ccccc1	106	31	108	95	2	106	104	93

Continued:
SMILES	AGP1 TOR yeast	VLA-4 inh	LAP4 TOR yeast	Yeast superoxide	GRK2 aptamer HTS	MEP2 TOR yeast	RPL19A-GFP yeast	CIT2-GFP yeast
C/C(=N\N=C1\NC(=O)C(CC(=O)Nc2ccc(C)c(Cl)c2)S1)C(C)C (stereo unspecified)	110	12	98	107	0	108	110	108
CC(=O)Nc1ccc(-c2nnc(SCC(=O)NCc3ccco3)n2C)cc1	104	1	107	109	0	101	98	99
CCCCN1C(=O)c2ccc(C(=O)NCc3ccco3)cc2C1=O	95	-2	101	101	11	93	105	98
COc1ccc(NC(=O)COC(=O)c2ccc(N3CCCC3=O)cc2)cc1OC	103	-2	95	94	3	103	107	84
Cn1nnnc1Sc1ncnc2scc(-c3cccc(S(C)(=O)=O)c3)c12	95	11	91	122	2	94	94	89
Cc1[nH]c2ccccc2c1/C=N/Nc1nncn1N	100	1	96	125	1	90	97	94
N#C/C(=C\c1ccc(OCC(N)=O)cc1)C(=O)NC1CC1	113	12	92	114	0	108	120	110
COC(=O)c1ccc2c(=O)n(CCCCCC(=O)O)c(=O)[nH]c2c1	97	8	93	129	0	96	102	105
CC(CCc1ccccc1)NC(=O)C1CCCN(C(=O)c2cc3sccc3n2C)C1 (stereo unspecified)	101	0	95	102	0	104	98	97
Cc1ccc(CNC(=O)N2CCN(S(=O)(=O)c3ccccc3)CC2)cc1	87	-9	103	88	0	108	97	100
CN(C)C(=O)C1C2NC(=S)N(c3ccc(Cl)cc3)C1(C)Oc1ccc(Cl)cc12 (stereo unspecified)	104	-2	99	109	2	107	101	106
Cc1ccc([N+](=O)[O-])c(OCCCN2CCCCCC2)c1	104	6	96	126	0	109	103	105
COc1ccc(Cn2nc(-c3ccccc3)c(N3CCCCC3)cc2=O)cc1	102	1	98	117	1	104	100	101
O=C(O)c1ccc(S(=O)(=O)c2ccc3c(c2)C(=O)N(c2ccccc2[N+](=O)[O-])C3=O)cc1	106	3	99	109	1	97	95	104
O=C(CCc1ccccc1)Nc1cc(C(=O)O)cc(C(=O)O)c1	96	17	93	101	0	95	91	88
COc1ccc(Cn2c(=N)c(C(=O)NCC3CCCO3)cc3c(=O)n4ccccc4nc32)cc1 (stereo unspecified)	103	-17	105	76	0	110	100	107
NS(=O)(=O)c1ccc(CCNC(=O)C2CCC(Cn3c(=S)[nH]c4ccccc4c3=O)CC2)cc1 (stereo unspecified)	99	0	108	96	3	93	98	98
COc1cccc(CNC(=O)CCC2CCCN(Cc3cc(Cl)ccc3O)C2)c1 (stereo unspecified)	96	7	90	117	0	99	94	90
CC(=O)Nc1nnc(SCc2cc(=O)c(OC(=O)c3ccccc3)co2)s1	103	-2	99	101	2	105	101	93
Cn1c(=O)c2cc(S(=O)(=O)NCCC(=O)NC3CCCCCCC3)ccc2n(C)c1=O	105	11	102	104	1	103	103	101
COc1ccc(-n2nc3c(c2NC(=O)c2ccc(N4C(=O)CCC4=O)cc2)CSC3)cc1	99	-2	95	98	5	103	107	94
COc1ccc(C)cc1N(C(=O)Cn1nnc(-c2ccc(C)o2)n1)C(C(=O)NC1CCCC1)c1ccncc1 (stereo unspecified)	103	-2	93	129	0	105	103	108
O=C(O)c1ccc(NC(=O)c2cccc(N3C(=O)C4C5CCC(C5)C4C3=O)c2)cc1 (stereo unspecified)	94	-21	94	98	0	92	94	86
C=CCn1c2ccccc2c(=O)c2cc(C#Cc3ccsc3)ccc21	63	17	106	96	0	89	87	63
O=[N+]([O-])c1ccc(COc2ccc(-c3[nH]ncc3-c3ccccc3)c(O)c2)cc1	89	8	89	114	0	98	93	90

High-throughput results as filed in PubChem.
